# Assay outcomes: PubChem, Johns Hopkins Ion Channel Center
# TMEM16A act: mouse TMEM16A channel activation, primary screen; HEK293 TMEM16A/YFP-H148Q/I152L, iodide quench fluorescence; active compounds read low; Q8BHY3; B-score at 10 µM; 0.3% of 340,000 active;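 active = fluorescence-ratio B-score plate-corrected deviation score at least 3 library SD below zero, with starting fluorescence score within 5 deviations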;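 note: channel opened by trigger with iodide after compound preincubation; score built on the fluorescence ratio of max minus min over baseline; more negative score means more quench and so TMEM16A activation or potentiation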
# Target sequence (Q8BHY3 whole entry, looked up): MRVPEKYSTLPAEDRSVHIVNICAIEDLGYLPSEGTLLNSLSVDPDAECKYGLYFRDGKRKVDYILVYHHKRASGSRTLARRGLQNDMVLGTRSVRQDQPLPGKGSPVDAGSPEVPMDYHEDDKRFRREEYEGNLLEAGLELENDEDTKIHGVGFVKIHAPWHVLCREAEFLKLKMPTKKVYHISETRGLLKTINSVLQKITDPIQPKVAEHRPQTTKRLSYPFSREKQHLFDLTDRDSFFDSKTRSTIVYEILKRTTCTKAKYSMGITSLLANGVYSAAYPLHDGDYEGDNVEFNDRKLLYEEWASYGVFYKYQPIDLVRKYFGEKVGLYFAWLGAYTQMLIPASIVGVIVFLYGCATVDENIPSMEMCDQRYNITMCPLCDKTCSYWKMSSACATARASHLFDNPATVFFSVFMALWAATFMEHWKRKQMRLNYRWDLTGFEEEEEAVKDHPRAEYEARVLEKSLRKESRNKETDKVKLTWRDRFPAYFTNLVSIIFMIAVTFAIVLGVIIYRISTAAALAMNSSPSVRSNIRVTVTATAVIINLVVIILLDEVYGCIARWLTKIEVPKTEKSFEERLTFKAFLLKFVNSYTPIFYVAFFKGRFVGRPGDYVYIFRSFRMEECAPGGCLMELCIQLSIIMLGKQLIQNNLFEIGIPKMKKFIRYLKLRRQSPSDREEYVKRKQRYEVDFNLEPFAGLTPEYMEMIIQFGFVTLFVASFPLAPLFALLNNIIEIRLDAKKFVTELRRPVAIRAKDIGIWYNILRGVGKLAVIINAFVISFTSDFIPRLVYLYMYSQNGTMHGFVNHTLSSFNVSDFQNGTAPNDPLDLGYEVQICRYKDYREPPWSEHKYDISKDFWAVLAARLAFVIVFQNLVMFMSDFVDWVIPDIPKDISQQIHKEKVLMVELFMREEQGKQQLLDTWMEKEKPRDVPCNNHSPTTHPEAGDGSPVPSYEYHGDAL
# KCNK3 inh: human KCNK3 channel inhibition, primary screen; O14649; AID 602410; CHO-KCNK3 thallium flux, FluxOR fluorescence; active compounds read low; 0.84% of 340,000 active; B-score at 10 µM;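 active = B-score under library mean minus 4 SD, starting fluorescence ratio at most library mean plus 5 SD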;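 note: more negative B-score means stronger inhibition of thallium flux through KCNK3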
# * = called active by the depositor; i = inactive. This is a subset; count on the stated rates, not on these rows.
SMILES,TMEM16A act,KCNK3 inh
O=C(Cc1csc(-c2ccccc2)n1)NCC(=O)Nc1ccc(F)c(F)c1F,i,i
O=C(CN1CCN(Cc2cccc(C(F)(F)F)c2)CC1)NCC(=O)Nc1ccc(F)c(F)c1F,i,i
Cc1ccc(NS(=O)(=O)c2ccccc2F)cc1S(=O)(=O)N1CCCCC1,i,i
CC(C)(CNS(=O)(=O)c1ccc(Br)s1)N1CCOCC1,i,i
Cc1cccc(C)c1NC(=O)CN(C)C(=O)C1CCCCC1,i,i
CN(CCOc1ccccc1)C(=O)c1ccc(Cl)c(S(=O)(=O)N2CCCCC2)c1,i,i
CCOc1cc(N2CCOCC2)c(OCC)cc1NC(=O)c1ccc(OC)c(S(=O)(=O)N2CCOCC2)c1,i,i
COc1ccc(S(=O)(=O)Nc2cccc3c2O[C@H](CN(C)C(=O)Nc2ccc(C(F)(F)F)cc2)[C@@H](C)CN([C@H](C)CO)C3=O)cc1,i,i
Cc1ccc(CNC(=O)CN(C)C2=NS(=O)(=O)c3ccccc32)cc1,i,i
O=C(COc1cccc(C(F)(F)F)c1)NCC(c1ccco1)N1CCCC1 (configuration not stated),i,i
O=C1CC(c2ccccc2)NN1 (configuration not stated),i,i
O=C(CCc1ccccc1)Nc1ccccc1OC(=O)c1ccccc1,i,i
O=C(Nc1ccccc1F)C1CCCN1S(=O)(=O)c1ccc(Cl)cc1 (configuration not stated),i,i
O=C(OCC(=O)N1CCC(Cc2ccccc2)CC1)c1cc(Br)ccc1O,i,i
Oc1c(Cl)cc(Oc2cc(Cl)c(O)c(CN3CCOCC3)c2)cc1CN1CCOCC1,i,i
Cc1[nH]c2ccc(C(=O)OC(C)C(=O)NC3CCCCC3C)cc2c1C (configuration not stated),i,i
CC(=NNC(=S)N1CCN(c2ccccn2)CC1)c1nccs1,i,i
COc1cccc(NC(=O)CN(C)C(=O)c2ccc(Cl)c(S(=O)(=O)N3CCCCCC3)c2)c1,i,i
O=C1NC(=O)C(CCc2ccccc2)(c2ccccc2)N1 (configuration not stated),i,i
C[C@@]12CCC3[C@@](CCC4[C@@]3(C)CCC[C@@]4(C)C(=O)NCc3ccccc3)(CC1=O)C2 (some centres not stated),i,i
CC(=O)N1CCN(C(=O)c2cccc(S(=O)(=O)N3CCN(c4ccccc4)CC3)c2)CC1,i,i
NC(=O)c1ccc(NC(=O)COC(=O)c2ccc(Br)o2)cc1,i,i
O=C(CSc1nnnn1-c1ccc(Cl)cc1)NC1CCS(=O)(=O)C1 (configuration not stated),i,i
CCSc1nc2sc3c(c2c(=O)n1C1CCCCC1)CCN(C)C3,i,i
CC1CC(=O)Nc2ccccc2N1 (configuration not stated),i,i
SMILES,TMEM16A act,KCNK3 inh
COc1ccc(C(CNC(=O)c2nn(-c3ccccc3)c(=O)c3ccccc23)N2CCOCC2)cc1 (configuration not stated),i,i
Cc1cc(Br)c(Oc2cc(NN3CCCCC3)c([N+](=O)[O-])cc2[N+](=O)[O-])c(Br)c1,i,i
COc1ccc(C)cc1C(=O)CCC(=O)N1CCN(c2ccccc2F)CC1,i,i
O=C(COC(=O)c1ccc(Cl)c(S(=O)(=O)N2CCOCC2)c1)Nc1ccc2[nH]c(=O)[nH]c2c1,i,i
CCCCn1c(N)c(N(C(=O)CSc2nnc(C)n2-c2ccccc2)C2CCCC2)c(=O)[nH]c1=O,i,i
Cc1ccc(S(=O)(=O)N(C)CC(=O)OCC(=O)NCCN2C(=O)CSC2=O)cc1,i,i
Cc1cccc(-n2ncc3c(=O)[nH]c(SCC(=O)NCCC4=CCCCC4)nc32)c1,i,i
COc1ccc(OCCN(C)C(=O)c2cccc(S(=O)(=O)N(C)c3ccccc3)c2)cc1,i,i
O=C(C[C@H]1C[C@H](C(=O)N2CCOCC2)[C@@]2(CCC3CCCC3)c3[nH]c4cc(-c5ccco5)ccc4c3CCN2C1=O)NCCC1=CCCCC1,i,i
O=C(O)/C=C(/c1ccccc1)C(F)(F)F,i,i
COc1ccccc1CNCC(=O)Nc1cc(S(=O)(=O)N2CCCCC2)ccc1C,i,i
Cc1ccc(NC(=O)CC2Nc3ccccc3NC2=O)cc1Cl (configuration not stated),i,i
Cc1ccc(OCC(=O)N(C)CC(=O)Nc2ccc(Cl)c(C(F)(F)F)c2)c([N+](=O)[O-])n1,i,i
C(=C1c2ccccc2-c2ccccc21)c1ccccn1,i,i
Cn1c(C(=O)NCCCN2CCN(c3ccc(F)cc3)CC2)cc2c(=O)n(C)c3ccccc3c21,i,i
COC(=O)Cc1c(-c2[nH]c3ccccc3c2CC(=O)OC)[nH]c2ccccc12,i,i
CNC(=O)C1CN(C(=O)c2cccc(S(=O)(=O)N3c4ccccc4CC3C)c2)c2ccccc2O1 (configuration not stated),i,i
N#CC1(NC(=O)CN2C(=O)c3ccccc3C2=O)CCCCC1,i,i
CC(=O)NC(=S)NNC(=O)COc1ccc(Br)cc1,i,i
CCN(C(=O)CSc1nc(C)cc(=O)[nH]1)C1CCCCC1,i,i
COc1ccccc1CNC(=O)CN1c2cccc3cccc(c23)S1(=O)=O,i,i
O=c1[nH]c2cc3c(cc2cc1CN(CCc1ccccc1)C(=S)NCCCN1CCOCC1)OCCO3,i,i
Cc1ccc(S(=O)(=O)NCC(=O)OCCOc2cccc(Cl)c2)cc1,i,i
CC1(C)OC(=O)C=C[C@]2(C)[C@H]3CC[C@@]4(C)[C@H](C(=O)O)OC(=O)[C@H]5O[C@]54[C@]3(C)C(=O)C[C@@H]12,i,i
CC(NC(=O)c1ccccc1Cl)C(=O)N1CCN(Cc2ccc3c(c2)OCO3)CC1 (configuration not stated),i,i

# 2 entries from above, with bars between the fields.
Molecule | TMEM16A act | KCNK3 inh
Cc1ccc(S(=O)(=O)N(C)CC(=O)OCC(=O)NCCN2C(=O)CSC2=O)cc1 | i | i
COc1ccccc1CNC(=O)CN1c2cccc3cccc(c23)S1(=O)=O | i | i

# Next compounds follow:
SMILES,TMEM16A act,KCNK3 inh
O=C1CC(N2CCN(S(=O)(=O)c3ccccc3F)CC2)C(=O)N1c1ccc(F)cc1F (configuration not stated),i,i
COc1ccc2c(-c3ccc(OCCN4CCOCC4)cc3)c(-c3ccccc3OC)sc2c1,i,i
O=S(=O)(NC1=NCCCCC1)c1ccc(F)cc1F,i,i
CCOc1cc(C(=O)Nc2cc(C(=O)OC)ccc2C)ccc1OCC(=O)N1CCOCC1,i,i
Cc1sc2ncnc(N3CCC(C(=O)Nc4ccc(OC(F)F)c(Cl)c4)CC3)c2c1C,i,-13*
COc1ccc(CN2CCN(C(=O)c3ccc(S(=O)(=O)N4CCCCCC4)cc3)CC2)cc1,i,i
COc1ccc(NC(=O)c2ccc3c(c2)C(=O)N(Cc2ccncc2)C3=O)cc1S(N)(=O)=O,i,i
O=C(COC(=O)c1ccc(Br)cc1)NCC1CCCO1 (configuration not stated),i,i
CCCCn1c(SCC(=O)NCc2ccc3c(c2)OCO3)nnc1C(CC)N(C)C (configuration not stated),i,i
CCOc1ccc(NC(=O)CCC(=O)NNC(=O)c2cccc([N+](=O)[O-])c2)cc1,i,i
CC1(C)COC(c2cccc([N+](=O)[O-])c2)OC1,i,i
COC(=O)c1c(NC2=NS(=O)(=O)c3ccccc32)sc2c1CCC(C(C)(C)C)C2 (configuration not stated),i,i
Cc1nn(-c2ccc(F)cc2)c(Cl)c1/C=C(/CCC(=O)O)c1nc2ccccc2s1,i,i
O=S(=O)(Nc1ccc(-c2ccc(NS(=O)(=O)c3ccccc3)cc2)cc1)c1ccccc1,i,i
COc1cc(-c2ccccc2)[nH]c(=S)n1,i,i
COc1ccc2sc(-c3ccccc3OC)c(C#CC(C)(C)O)c2c1,i,i
COc1ccc(-c2c(C#Cc3ccsc3)c3cc(-c4cccc5[nH]ccc45)ccc3n2C)cc1,i,i
O=C(COC(=O)CCS(=O)(=O)c1ccccc1)Nc1ccccc1,i,i
Cn1nnnc1Sc1ncnc2scc(-c3cccc4c3sc3ccccc34)c12,i,i
C[C@H]1CN([C@@H](C)CO)C(=O)Cc2cc(NC(=O)Nc3ccccc3)ccc2O[C@H]1CN(C)Cc1ccccc1,i,i
COc1ccc(N=Cc2ccc(N(CCC#N)CCC#N)cc2)cc1,i,i
CCCN(C(=O)C1CC(=O)N(c2ccccc2C(C)CC)C1)C1CCS(=O)(=O)C1 (configuration not stated),i,i
COCCN(Cc1ccccc1)C(=O)C1CCN(S(=O)(=O)c2ccc3c(c2)OCCO3)CC1,i,i
Cc1ccc(-c2nn(Cc3ccccc3)cc2C(=O)N2CCN(c3ccccn3)CC2)cc1,i,i
O=S(=O)(Nc1ccc2c(c1)OCO2)c1ccc(Cl)cc1F,i,i

# No new results follow: an excerpt of the list.
SMILES,TMEM16A act,KCNK3 inh
CCCCn1c(SCC(=O)NCc2ccc3c(c2)OCO3)nnc1C(CC)N(C)C (configuration not stated),i,i
CCOc1ccc(NC(=O)CCC(=O)NNC(=O)c2cccc([N+](=O)[O-])c2)cc1,i,i
CC1(C)COC(c2cccc([N+](=O)[O-])c2)OC1,i,i
COC(=O)c1c(NC2=NS(=O)(=O)c3ccccc32)sc2c1CCC(C(C)(C)C)C2 (configuration not stated),i,i
Cc1nn(-c2ccc(F)cc2)c(Cl)c1/C=C(/CCC(=O)O)c1nc2ccccc2s1,i,i
O=S(=O)(Nc1ccc(-c2ccc(NS(=O)(=O)c3ccccc3)cc2)cc1)c1ccccc1,i,i

# Additional records follow.
SMILES,TMEM16A act,KCNK3 inh
COc1ccc([C@H]2CC(=O)C=C(c3ccc(O)cc3)C2)cc1OC,i,i
CC(=O)N1c2ccccc2C2CCCC[C@@H]21 (some centres not stated),i,i
COc1ccc(C)cc1NC(=O)CN1CCCC1c1ccc2c(c1)OCCCO2 (configuration not stated),i,i
O=C(CSc1nncs1)Nc1cc(S(=O)(=O)N2CCOCC2)ccc1N1CCCC1,i,i
Cc1ccc2c(c1)[C@@H]1[C@H](CO2)[C@H](c2ccccc2)[C@@]2(C)C(=O)N[C@H](C)C(=O)N12,i,i
CCN(c1ccccc1)S(=O)(=O)c1ccc(C(=O)Nc2cc(C)ccn2)cc1,i,i
COc1ccc(CN(C)C(=O)Cn2ccc(N)nc2=O)cc1OC,i,i
Cc1c(C(=O)N2CCc3ccccc32)oc2c1C(=O)CC(C)(C)C2,i,i
COc1cc2c(C(F)(F)F)c(-c3ccc(C#N)cc3)oc(=O)c2cc1OC,i,i
CN1CCN(S(=O)(=O)c2ccccc2)C(c2ccccc2)C1 (configuration not stated),i,i
COc1ccc2sc(-c3ccc(S(C)(=O)=O)cc3)c(C#CCO)c2c1,i,i
COc1ccccc1COC(=O)c1cccc(S(=O)(=O)N2CCCC2)c1,i,-9.6*
Cc1noc(C)c1COc1ccc(C(=O)OCC(=O)Nc2ccc(S(N)(=O)=O)cc2)cc1,i,i
CCCCNc1c(-c2ccc(OC)c(SC3CCCCC3)c2)nc2ccc(C)cn12,i,i
CSCCC(NC(=O)c1ccccc1)C(=O)NCCCSc1ccccc1 (configuration not stated),i,i
CC(CC(=O)Nc1cc(S(=O)(=O)N2CCOCC2)ccc1OCC(F)(F)F)c1ccccc1 (configuration not stated),i,i
CN(C(=O)CSc1nnc(-c2cccs2)n1N)c1ccccc1,i,i
COc1ccc(OC)c(C2=CC(=O)C[C@H](c3ccc4c(c3)OCO4)C2)c1,i,i
COc1ccccc1C1=CC(=O)C[C@H](c2ccc(Cl)cc2)C1,i,i
CC(=O)c1ccc(S(=O)(=O)N2CCN(CC(=O)Nc3ccc(Cl)c([N+](=O)[O-])c3)CC2)cc1,i,i
CC1CCCCC12NC(=O)N(CC(=O)N1CCc3ccccc31)C2=O (configuration not stated),i,i
COc1cccc(CC(=O)NNC(=O)CN(C)S(=O)(=O)c2ccc(C)cc2)c1,i,i
C=CCN(c1ccccc1OC)S(=O)(=O)c1cccc(C(=O)NCc2ccco2)c1,i,i
COc1ccc(S(=O)(=O)N2CCN(CC(=O)Nc3c(C)n[nH]c3C)CC2)cc1OC,i,i
CC(=O)Nc1ccc(C(=O)OCC(=O)NCc2cccs2)cc1,i,i

# Complete entries, quoted from the list:
# Profile of COc1ccc2sc(-c3ccc(S(C)(=O)=O)cc3)c(C#CCO)c2c1 : TMEM16A act = i; KCNK3 inh = i
# Profile of COc1cc2c(C(F)(F)F)c(-c3ccc(C#N)cc3)oc(=O)c2cc1OC : TMEM16A act = i; KCNK3 inh = i
# Profile of COc1ccccc1C1=CC(=O)C[C@H](c2ccc(Cl)cc2)C1 : TMEM16A act = i; KCNK3 inh = i

# Additional entries.
SMILES,TMEM16A act,KCNK3 inh
Cc1ccc(O)c(C(=O)c2cnn(C(=O)c3cccc(S(=O)(=O)N(C)C)c3)c2)c1,i,i
O=C1C(=NO)C(c2ccccc2)Oc2ccccc21 (configuration not stated),i,i
O=C(c1ccc(N2CCOCC2)c([N+](=O)[O-])c1)N1CCN(c2ccccc2F)CC1,i,i
COc1cccc(C2=CC(=O)C[C@H](c3ccc(OC)c(OC)c3)C2)c1,i,i
COc1ccc(-c2csc(NC(=O)[C@H](C)N3C(=O)C4CC=CCC4C3=O)n2)cc1OC (some centres not stated),i,i
CCCn1c(N)c(C(=O)CSc2nncs2)c(=O)[nH]c1=O,i,i
CCOC(=O)C1=NNC(C(=O)OCC)C1c1ccccc1 (configuration not stated),i,i
O=C(Nc1ccc(SC(F)F)cc1)C1=CC=CN2CCS(=O)(=O)N=C12,i,i
O=C(/C=C/c1ccccc1)CCN1CCOCC1,i,i
C[C@H]1COC(=O)[C@@H](Cc2ccc(F)cc2)C/C=C\C[C@H](CC(=O)N(CCO)Cc2ccccc2)C(=O)N1,i,i
COc1ccc(N2CCN(C(=O)CSc3nnnn3C3CC3)CC2)cc1,i,i
O=C(Nc1ccccc1Cl)c1ccc(C(=O)Nc2ccccc2Cl)cc1,i,i
O=C1N=C2N(CCN3CCCCC3)c3ccccc3N2/C1=C\c1ccc([N+](=O)[O-])s1,i,i
